LmPK inhibitor – LmPK (Leishmania mexicana) enzyme inhibition | actives 0.37% (n = 290,000) | purified LmPK, Kinase-Glo ATP luminescence, 1 h | Q27686 | Potency, µM (series often up to 57.5 µM), for inactives: top-dose activity change, negative = inhibition, most hits filed as inhibitors; also: potency is read from the fitted curve at half-maximal effect
Target sequence (Q27686 whole entry, looked up): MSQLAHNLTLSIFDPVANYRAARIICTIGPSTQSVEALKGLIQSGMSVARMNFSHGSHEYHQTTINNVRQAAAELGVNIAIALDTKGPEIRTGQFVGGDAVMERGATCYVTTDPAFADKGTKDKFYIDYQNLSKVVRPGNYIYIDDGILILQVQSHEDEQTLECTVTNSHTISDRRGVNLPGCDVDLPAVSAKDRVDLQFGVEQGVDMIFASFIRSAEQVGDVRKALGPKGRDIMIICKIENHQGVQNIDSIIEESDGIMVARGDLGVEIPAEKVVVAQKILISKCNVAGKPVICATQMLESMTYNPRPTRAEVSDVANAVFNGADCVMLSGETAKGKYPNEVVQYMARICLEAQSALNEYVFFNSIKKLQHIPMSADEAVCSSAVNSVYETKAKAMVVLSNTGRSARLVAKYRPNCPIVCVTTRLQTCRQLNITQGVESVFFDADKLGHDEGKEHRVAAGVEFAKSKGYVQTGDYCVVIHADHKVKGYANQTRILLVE
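0.1 nM LmPK, 0.5 mM PEP, 0.1 mM ADP; 50 mM imidazole pH 7.2, 7 mM MgCl2, 50 mM KCl; 1 h RT. Kinase-Glo luminescence readout, normalized to no-enzyme (full inhibition) and uninhibited wells.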
Tb PYK inh – blocks Trypanosoma brucei pyruvate kinase; Q57TT1; TbPYK enzyme, Kinase-Glo Plus ATP luminescence, 45 min; Potency, µM (top dose mostly 76.8 µM), without a hit: top-dose activity, negative = inhibition, actives largely listed as inhibitors; actives 0.12% (n = 410,000); AID 624173; also: potency is read from the fitted curve at half-maximal effect; nearly all actives have a fitted effect of over 50% in size
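Enzyme and substrate buffer are dispensed first and compound is pin-transferred. ADP at 130 uM final then starts the reaction, which runs 45 min at room temperature. Detection reagent is added for 10 min before luminescence is imaged.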
AmpC detergent – blocks E. coli AmpC beta-lactamase in detergent assay; Potency, µM (highest dose often 114 µM), without a hit: top-dose activity change, negative = inhibition, actives largely listed as inhibitors; AmpC hydrolysis of nitrocefin, absorbance 480 nm, 0.01% Triton; actives 0.041% (n = 370,000); P00811; AID 485294;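 also: potency is read from the fitted curve at half-maximal effect; 0% = no-compound wells and -100% = no-enzyme wells; nearly all actives have a fitted effect of over 25% in size; some results filed as inactive show a strong effect at the top dose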
Target sequence (P00811 whole entry, looked up): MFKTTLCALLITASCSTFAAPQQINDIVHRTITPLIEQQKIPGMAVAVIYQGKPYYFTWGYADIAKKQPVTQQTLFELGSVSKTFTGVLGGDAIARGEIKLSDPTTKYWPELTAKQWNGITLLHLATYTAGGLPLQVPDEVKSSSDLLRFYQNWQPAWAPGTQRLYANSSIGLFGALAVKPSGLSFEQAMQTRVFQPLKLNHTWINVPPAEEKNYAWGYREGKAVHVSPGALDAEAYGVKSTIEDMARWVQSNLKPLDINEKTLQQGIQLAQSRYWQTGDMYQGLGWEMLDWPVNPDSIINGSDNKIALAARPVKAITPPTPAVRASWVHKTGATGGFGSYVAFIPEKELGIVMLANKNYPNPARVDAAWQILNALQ
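AmpC (5.3 nM in the dispensed reagent) in 20 mM phosphate pH 7.0 with 0.01% (detergent screen) or 0.0001% Triton X-100 was preincubated with compounds for 15 min at room temperature. Nitrocefin was then added from an 800 uM solution, and hydrolysis was followed at 480 nm.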
AMA1-RON2 inh – AMA1-RON2 (P. falciparum) interaction inhibition; actives 0.2% (n = 360,000); Potency, µM (series often up to 58.2 µM), for the others: at the highest dose activity change, negative = inhibition, hits mostly inhibitors; AID 720542; AlphaScreen AMA1-biotinylated RON2 peptide binding;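 also: potency is read from the fitted curve at half-maximal effect; 0% = vehicle wells and -100% = peptide control; nearly all actives have a fitted effect of over 45% in size; some results filed as inactive show a strong effect at the top dose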
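AMA1 (3D7) with his tag at 25 nM final met compounds first, then biotinylated RON2 peptide at 25 nM; detection used donor plus acceptor beads, 10 µg/mL apiece, read by AlphaScreen after 30 min at room temperature.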
HCMV inh – inhibitors of human cytomegalovirus | HFF cells, HCMV-luciferase reporter, 72 h; hits give low values | activity change, negative = inhibition, % at 57.5 µM | actives 4.5% (n = 410,000) | AID 1259415; in the data active = activity change below about -60%; inconclusive = no clear call, values can overlap the other calls; inactive = above about -39%
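Two compound doses tested in HFFs infected with HCMV-luciferase, MOI 1 PFU/cell, 72 h at 37C. Lysate luminescence read with OneGlo; data normalized against buffer-only and 10uM Salinomycin inhibitor controls.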
AmpC no deterg – blocks E. coli AmpC beta-lactamase in detergent-free assay | AmpC nitrocefin hydrolysis, absorbance 480 nm, 0.0001% Triton | Potency, µM (titrated, usually from 57.1 µM), without a hit: at the top dose activity change, negative = inhibition, hits mostly inhibitors | actives 0.52% (n = 330,000) | AID 485341;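 also: potency is read from the fitted curve at half-maximal effect; plate controls were no compound for no effect and no enzyme for full effect; nearly all actives have a fitted effect of over 20% in size; some results filed as inactive show a strong effect at the top dose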
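20 mM phosphate pH 7.0 + 0.01% (detergent screen) or 0.0001% Triton X-100; 5.3 nM AmpC reagent; cpd preinc 15 min RT; nitrocefin (800 uM stock) to start; A480 q20 s × 4 min; Activity was normalised to no-enzyme and no-compound control wells.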
Sm TGR block – inhibitors of Schistosoma mansoni thioredoxin glutathione reductase | Q962Y6 | purified TGR, DTNB reduction, TNB absorbance 405 nm | Potency, µM (top dose mostly 114 µM), for the others: at the top dose activity change, negative = inhibition, usual class: inhibitors | actives 3% (n = 360,000); also: potency is read from the fitted curve at half-maximal effect; nearly all actives have a fitted effect of over 60% in size
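TGR 20 nM + NADPH 100 uM (dispensed conc.), cpd preinc 15 min RT; start with NADPH (500 uM addition) then DTNB (15 mM addition). Kinetic TNB absorbance, 405 nm filter. Four-parameter Hill fit across titration.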
The depositor's hits bear a star; ? = inconclusive; · = not tested or not shown; & = joins results of further samples; [ ] = remark or other dose. Unless noted, calls follow the shape of the dose curve; as a rule, active = well fitted curve in the direction sought with a large enough effect; inconclusive = small, poorly fitted or top-dose-only effect, or another doubt; inactive = no such curve, though single readings can be large; an effect the other way counts as inactive or inconclusive. Unless noted, % is scaled to controls: 0 for no effect and ±100 for the full control effect.

The first 13 compounds (preview)
SMILES | LmPK inhibitor | Tb PYK inh | AmpC detergent | AMA1-RON2 inh | HCMV inh | AmpC no deterg | Sm TGR block
Cc1ccc(C)c(S(=O)(=O)N2CCN(C(=O)Cc3sc(C)nc3-c3ccc(F)cc3)CC2)c1 | · | 2% | · | 8%[11.6 µM] | ? | · | ·
O=C(NNC(=O)c1ccccc1F)c1cccc(-n2cccc2)c1 | · | -12% | -12% | -30% | -1 | -47% | -8%
CC(C)c1ccc(Nc2c(-c3ccsc3)nc3ccc(Cl)cn23)cc1 | · | -7% | -7% | · | 21 | · | 6%
C[C@H](CO)N1C[C@H](C)[C@@H](CN(C)S(=O)(=O)c2ccccc2)Oc2c(NC(=O)c3ccncc3)cccc2C1=O | · | 6% | · | 0% | 32 | 55% | ·
O=[N+]([O-])c1ccc(NC(=S)NCCc2ccc(Cl)cc2)cc1 | -1% | -6% | 0% | 3% | -107* | 0.14µM* | ?
C=CS(=O)(=O)N(Cc1ccc(Cl)c(Cl)c1)C[C@@H](O)CO | · | -6% | · | -3% | · | 3% | ·
CCOc1cc(/C=N/NC(=O)NN(C)c2ncc(C(F)(F)F)cc2Cl)ccc1O | 0% | 6% | 2% | -1% | ? | -27% | 1%
COCCN(C(=O)CCC(=O)Nc1cc(C)on1)C(C(=O)NC(C)(C)C)c1cccc(OC)c1OC (centres undefined) | 0% | 3% | 2% | 7% | -16 | 16% | 2%
CN(Cc1cnn(Cc2ccccc2)c1)C(=O)CN=C1NS(=O)(=O)c2ccccc21 | · | 4% | 4% | 6% | -31 | -7% | 1%
CCOC(=O)C1CCCN(C(=O)c2cc(C)oc2C)CC1 (centres undefined) | · | -10% | · | 8% | -22 | · | ·
Cc1c(C(=O)O)sc2[nH]c(=O)n(Cc3ccccc3)c(=O)c12 | -1% | 4% | -4% | 8% | -4 | -31% | -8%
CCSc1nc(N)c2c3c(sc2n1)CCC3 | -2% | 2% | -7% | -7% | 1 | -24% | -6%
Cc1cccc(-c2cc3c(nn2)-c2ccccc2C3=O)c1 | 7.1µM* | -20% | -2% | -15% | 91 | -22% | -2%

The listing, from the first entry:
SMILES | LmPK inhibitor | Tb PYK inh | AmpC detergent | AMA1-RON2 inh | HCMV inh | AmpC no deterg | Sm TGR block
Cc1ccc(C)c(S(=O)(=O)N2CCN(C(=O)Cc3sc(C)nc3-c3ccc(F)cc3)CC2)c1 | · | 2% | · | 8%[11.6 µM] | ? | · | ·
O=C(NNC(=O)c1ccccc1F)c1cccc(-n2cccc2)c1 | · | -12% | -12% | -30% | -1 | -47% | -8%
CC(C)c1ccc(Nc2c(-c3ccsc3)nc3ccc(Cl)cn23)cc1 | · | -7% | -7% | · | 21 | · | 6%
C[C@H](CO)N1C[C@H](C)[C@@H](CN(C)S(=O)(=O)c2ccccc2)Oc2c(NC(=O)c3ccncc3)cccc2C1=O | · | 6% | · | 0% | 32 | 55% | ·
O=[N+]([O-])c1ccc(NC(=S)NCCc2ccc(Cl)cc2)cc1 | -1% | -6% | 0% | 3% | -107* | 0.14µM* | ?
C=CS(=O)(=O)N(Cc1ccc(Cl)c(Cl)c1)C[C@@H](O)CO | · | -6% | · | -3% | · | 3% | ·
CCOc1cc(/C=N/NC(=O)NN(C)c2ncc(C(F)(F)F)cc2Cl)ccc1O | 0% | 6% | 2% | -1% | ? | -27% | 1%
COCCN(C(=O)CCC(=O)Nc1cc(C)on1)C(C(=O)NC(C)(C)C)c1cccc(OC)c1OC (centres undefined) | 0% | 3% | 2% | 7% | -16 | 16% | 2%
CN(Cc1cnn(Cc2ccccc2)c1)C(=O)CN=C1NS(=O)(=O)c2ccccc21 | · | 4% | 4% | 6% | -31 | -7% | 1%
CCOC(=O)C1CCCN(C(=O)c2cc(C)oc2C)CC1 (centres undefined) | · | -10% | · | 8% | -22 | · | ·
Cc1c(C(=O)O)sc2[nH]c(=O)n(Cc3ccccc3)c(=O)c12 | -1% | 4% | -4% | 8% | -4 | -31% | -8%
CCSc1nc(N)c2c3c(sc2n1)CCC3 | -2% | 2% | -7% | -7% | 1 | -24% | -6%
Cc1cccc(-c2cc3c(nn2)-c2ccccc2C3=O)c1 | 7.1µM* | -20% | -2% | -15% | 91 | -22% | -2%
COc1cc(NC(=O)/C=C/c2ccccc2)c(C(=O)O)cc1OC | 2% | -21% | -4% | -5% | 6 | -41% | 0%
C=CCC(C(=O)OC)(C(=O)OC)c1ccc([N+](=O)[O-])cn1 | 0% | -1% | -5% | 27% | 12 | -15% | -30%
Cc1ccccc1C(=O)N1c2ncnn2C2(CCCCC2)[C@@H]2CCCC[C@@H]21 | · | 1% | 25% | · | -12 | · | 3%
CCCn1c(/N=C/c2c[nH]c3ccccc23)nc2ccccc21 | 0% | 1% | 6% | -8% | -27 | 0% | 9%
CCCCC(=O)Nc1nnc(S(=O)(=O)N2CCCCCC2)s1 | -4% | 3%&4% | -2%&24% | -9% | -31&-7 | -18% | 20%&8%
Cc1nn(CC(=O)NCC2CCCO2)c(=O)c2cc3ccccc3n12 (centres undefined) | 2% | 3% | -6% | 5% | -6 | -8% | -8%
O=C(CCN1CCOCC1)Nc1cc(C(=O)Nc2ccc(Cl)cc2)ccc1N1CC2CC(C1)c1cccc(=O)n1C2 (centres undefined) | 9% | -1% | -3% | -3% | -12 | 213%[activator] | 1%
Cc1ccc(NC(=S)N2CCN(Cc3ccccc3)CC2)c(C)c1 | 3% | -9% | -11% | -12% | -19 | 32% | -9%
C[N+]1(CC2COC3(CCCCC3)O2)CCCCC1 (centres undefined) | -4% | -12% | -7% | -11% | -7 | -12% | -6%
CC(SCc1ccccc1)C(=O)Nc1ccc(F)cc1 (centres undefined) | 1% | -2% | -10% | -6% | ? | -18% | -6%
O=C(/C=C/c1ccc(Cl)cc1)c1cccnc1 | -4% | -10% | -17% | -24% | -8 | -17% | 14µM*
O=C(CSc1nc(=O)n2cc(Cl)ccc2n1)Nc1ccc2c(c1)OCO2 | · | 3% | ? | 7% | -20 | -30% | -12%
Other compounds follow.
SMILES | LmPK inhibitor | Tb PYK inh | AmpC detergent | AMA1-RON2 inh | HCMV inh | AmpC no deterg | Sm TGR block
O=C(Cc1cccc(NC(=O)C2CCCN(C(=O)C3CC3)C2)c1)Nc1cccc(C(=O)N2CCCCC2)c1 (centres undefined) | · | -2% | · | 0% | 2 | · | ·
COc1ccc(N(CC(=O)NC2CCCC2)C(=O)CS(=O)CC(=O)Nc2ccc3c(c2)OCO3)cc1 (centres undefined) | 2% | 5% | -12% | 5% | 49 | 33% | 0%[57.1 µM]
O=C(CSc1nnc(CCCN2C(=O)c3cccc4cccc(c34)C2=O)n1-c1ccccc1)NCCCN1CCOCC1 | 3% | -4% | ? | -10% | -19 | 301%[activator] | 5%
O=C(CN1C(=O)CNC1=O)Nc1cc(Cl)cc(Cl)c1 | · | 2% | · | -1% | -19 | -29% | ·
COc1cc2c(c(OC)c1)C(=O)OC(C)CCCC(=O)CCCCC2 (centres undefined) | 10% | -6% | -6% | -6% | -10 | 69%[activator] | 5%
N#Cc1ccsc1NC(=O)C1CC(=O)N(Cc2ccccc2)C1 (centres undefined) | · | 1% | -4% | 2% | -35 | -11% | 1%
Cc1ccc2nc(-c3ccc(C)s3)c(Nc3ccc4c(c3)OCCO4)n2c1 | · | 4% | 1% | · | 40 | · | 0%
O=C(NCS(=O)(=O)c1ccccc1)c1ccccc1 | 4% | 13% | ? | 0% | -32 | -10% | -21%
O=C(Nc1ccccc1C(F)(F)F)c1cccn(Cc2ccccc2)c1=O | · | -6% | 0% | · | 1 | · | ?
O=C(CCC(=O)Nc1cccc([N+](=O)[O-])c1)N/N=C/c1cccs1 | -8% | -9% | -11% | 11% | 8 | -37% | 4%
Cc1ccc(CN2CCN(/N=C/c3ccc(C)s3)CC2)c(C)c1 | -1% | -7% | 2% | ? | 2 | -52% | 5%
COc1ccc(S(=O)(=O)n2ccc(-c3ccc4c(c3)CCC(C)(C)O4)n2)cc1 | 0% | 0% | 0% | -1% | -85* | -20% | 15%
O=C1NC[C@H](CCCCN2C[C@H](Cc3ccccc3)N(CCc3ccc(O)cc3)C(=O)C2=O)N(CC2CCCCC2)C1=O | · | -3% | · | 0% | -10 | · | ·
COc1ccc(-c2noc(CN(C)C(=O)c3ccco3)n2)cc1 | 0% | 1% | -2% | -7% | -12 | -1% | -4%
COc1ccc(S(=O)(=O)N2CCN(CCC(=O)Nc3ccccc3F)CC2)cc1 | 2% | 21% | -2% | 1% | -8 | 55% | 2%
CCOC(=O)[C@]12CCC=C1N(Cc1cccc3ccccc13)C(=O)[C@H](CC(=O)NCC13CC4CC(CC(C4)C1)C3)C2 | · | -7% | · | -16% | -13 | · | ·
Cc1ccc(C)c(S(=O)(=O)N2CCCCC2CCNC(=O)C(=O)NC2CCCC2)c1 (centres undefined) | · | -3% | ? | -8% | ? | 13% | -3%
O=C(Nc1ccccc1Br)c1c(F)cccc1Cl | 2% | -3% | -12% | -5% | -4 | -12% | 10%
O=C(c1ccc2c(c1)OCO2)N1CCN(C(=O)c2ccco2)CC1 | -2% | -10% | 4% | 0% | 16 | -21% | 2%
O=C(Nc1cccc(Cl)c1)N(Cc1nc2ccccc2c(=O)[nH]1)C1CCCC1 | 1% | -3% | -16% | 59%[activator] | -12 | -24% | 0%
Cc1cc([N+](=O)[O-])nn1CCCC(=O)NCc1ccc(F)cc1 | 1% | -2% | 4% | 3% | ? | -9% | 63%[activator]
COc1ccc(-c2nn(-c3ccccc3)cc2C(=O)O)cc1 | 1% | 2% | ? | -5% | 24 | -12% | 0%
O=C(Nc1cccc(C(=O)O)c1)/C(=C\c1cccc([N+](=O)[O-])c1)NC(=O)c1ccc(Br)cc1 | · | -4% | · | -3% | 24 | · | ·
Cc1nc2cc(NC(=O)CS(=O)(=O)c3ccc(F)cc3)ccc2s1 | · | -3% | -14% | -9% | -16 | -24% | 2%
O=C(O)c1cccnc1SCC(=O)N1CCCCCC1 | -2% | -14% | 6% | 34% | 23 | -24% | -1%

Screens: PubChem, National Center for Advancing Translational Sciences (NCATS)
